M1 PAM parental = nonselective calcium activators in parental CHO-K1 cells, primary screen, counter-screen for M1 PAM project, cell-based, Fluo-8 calcium fluorescence, full deck, 1536-well | actives 0.02% (n = 360,000) | ATP EC20; 0% at ATP EC20, 100% at ATP max | AID 602247, 2012 | activation, % at 3 µM;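 active = activation above the run cutoff, the mean activation of all test compounds plus 3 SD, cut at about 40% in these data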;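 note: peak over basal fluorescence ratio in a 140 s read after ATP addition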
CRFBP-R2 agonist = agonists of CRF-BP/CRF-R2 complex, primary screen, cell-based, HEK293, calcium dye fluorescence, uHTS. calcium dye fluorescence (FLIPR); percent of saturating CRF peptide response. activation, % at 13.2 µM. actives 0.46% (n = 350,000);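 active = activation of at least 50%, plus an integration ratio under a set limit after plate pattern correction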;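 note: plate controls were neutral control wells without compound for no effect and CRF at EC100 for full effect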
CRFBP-R2 block = antagonists of CRF-BP/CRF-R2 complex, primary screen, cell-based, HEK293, calcium dye fluorescence, uHTS; CRF-induced calcium fluorescence; inhibition, % at 11.8 µM; actives 0.59% (n = 350,000); AID 588475, 2011;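 active = inhibition of the ligand-induced calcium signal above about 50% at the single tested concentration, limit read from the data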
TAAR1 ag = human TAAR1 agonists, primary screen, Fluo-8 calcium fluorescence, CHO RD-HGA16 cells | Trace amine-associated receptor 1 (Homo sapiens), Q96RJ0 | vehicle wells 0%, saturating PEA agonist 100% | activation, % at 3 µM | actives 0.99% (n = 360,000) | AID 624467, 2012;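 active = activation above the mean activation of all test compounds in the run plus 3 SD, cut at about 38% in these data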
Target sequence (Q96RJ0 whole entry, looked up): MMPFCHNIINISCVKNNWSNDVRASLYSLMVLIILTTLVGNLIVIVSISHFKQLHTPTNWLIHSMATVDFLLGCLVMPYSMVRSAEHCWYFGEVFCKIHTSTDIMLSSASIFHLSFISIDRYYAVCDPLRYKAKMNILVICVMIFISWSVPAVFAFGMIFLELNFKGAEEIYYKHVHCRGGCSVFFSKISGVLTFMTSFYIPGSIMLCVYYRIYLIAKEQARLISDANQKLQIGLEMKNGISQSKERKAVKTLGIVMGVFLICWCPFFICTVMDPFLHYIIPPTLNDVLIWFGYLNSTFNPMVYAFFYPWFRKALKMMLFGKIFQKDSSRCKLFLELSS
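System: CHO RD-HGA16 cells carrying human TAAR1 plus Gα16; Incubation: 17-24 h seeding, 75 min 37 °C dye, 30 min RT; Measured by: Fluo-8 fluorescence, 5 s baseline then 140 s kinetic read; Control set: DMSO and PEA EC100; Replication: single well for each compound.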
CHRM5 antagonist = human M5 muscarinic receptor antagonists, primary screen, CHO cells, Fluo-8 calcium fluorescence; Muscarinic acetylcholine receptor M5 (Homo sapiens), P08912; CHO-hM5 cells, ACh EC80; inhibition, % at 3 µM; actives 0.59% (n = 360,000); AID 624040, 2012;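 active = inhibition above a per-plate cutoff, the mean of that plate's test compounds plus 3 SD, cut at about 27% in these data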;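 note: 0% = acetylcholine EC80 with DMSO and 100% = DMSO without agonist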
Target sequence (P08912 whole entry, looked up): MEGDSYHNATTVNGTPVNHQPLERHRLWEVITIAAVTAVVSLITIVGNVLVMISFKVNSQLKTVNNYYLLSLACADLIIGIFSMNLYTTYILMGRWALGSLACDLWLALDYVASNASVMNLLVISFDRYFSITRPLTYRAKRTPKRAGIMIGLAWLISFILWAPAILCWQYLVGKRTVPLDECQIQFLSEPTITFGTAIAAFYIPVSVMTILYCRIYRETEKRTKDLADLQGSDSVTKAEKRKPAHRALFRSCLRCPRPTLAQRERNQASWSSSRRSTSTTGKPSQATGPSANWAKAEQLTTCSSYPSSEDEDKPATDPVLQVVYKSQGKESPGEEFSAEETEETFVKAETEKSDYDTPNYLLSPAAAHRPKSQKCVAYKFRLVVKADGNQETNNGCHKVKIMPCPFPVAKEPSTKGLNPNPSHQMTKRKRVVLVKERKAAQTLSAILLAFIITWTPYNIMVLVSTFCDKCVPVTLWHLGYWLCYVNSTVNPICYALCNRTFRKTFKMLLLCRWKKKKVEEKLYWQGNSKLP
M5 ag = human M5 muscarinic receptor agonists, primary screen, CHO-K1 cells, Fluo-8 calcium fluorescence | Muscarinic acetylcholine receptor M5 (Homo sapiens), P08912 | CHO-K1 hM5 cells; 0% DMSO wells, 100% maximal acetylcholine response | activation, % at 3 µM | actives 0.19% (n = 360,000) | AID 624037, 2012;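 active = activation above the run's mean over test compounds plus 3 SD, cut at about 23% in these data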;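 note: signal is peak over basal fluorescence ratio across the kinetic read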
TAAR1 antagonist = human TAAR1 antagonists, primary screen, Fluo-8 calcium fluorescence, CHO RD-HGA16 cells. actives 1.5% (n = 360,000). antagonist. inhibition, % at 3 µM. Trace amine-associated receptor 1 (Homo sapiens), Q96RJ0;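 active = inhibition above a per-plate cutoff, the mean inhibition of test compounds on that plate plus 3 SD, cut at about 49% in these data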;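 note: 0% = DMSO plus EC80 beta-PEA response and 100% = DMSO alone without agonist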
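Test system – hTAAR1-expressing CHO RD-HGA16 cells, Gα16-coupled · Also added – β-PEA at EC80 concentration, post-compound challenge · Compound – 3 µM, single point · Incubation – dye loading 75 min at 37 °C, then 30 min room temperature · Measured by – Fluo-8 intracellular calcium dye fluorescence, real-time kinetic reads · Benchmarks – vehicle and agonist controls · Replicates – singlicate, one well per test compound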
M5 PAM = human M5 muscarinic receptor positive allosteric modulators, primary screen, CHO-K1 cells, Fluo-8 calcium fluorescence | CHO-K1 hM5, ACh EC20 PAM; 0% = ACh EC20, 100% = ACh EC100 | activation, % at 3 µM | actives 0.3% (n = 360,000) | AID 624038, 2012;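 active = activation above the run cutoff, the mean activation of all test compounds plus 3 SD, cut at about 18% in these data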
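Probe or stimulus: acetylcholine, EC20 level; Assay system: human M5 receptor in CHO-K1 cells; Schedule: compound preincubation 140 s before EC20 acetylcholine addition; Technique: intracellular calcium via Fluo-8 fluorescence; Dosing: single-point, 3 µM nominal; Read-out basis: percent activation from peak-over-basal fluorescence ratio, scaled EC20-to-EC100 acetylcholine; Repeats: one well per compound, no replicates.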
CHRM4 PAM = human M4 muscarinic receptor positive allosteric modulators, primary screen, CHO-K1 cells, Fluo-8 calcium fluorescence; activation, % at 3 µM; Muscarinic acetylcholine receptor M4 (Homo sapiens), P08173; AID 624126, 2012; actives 0.4% (n = 360,000); CHO-K1 hM4/Gqi5, ACh EC20; 0% = ACh EC20, 100% = maximal ACh;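 active = activation above its plate's cutoff, the mean activation of sample wells plus 3 SD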; note: some results filed as inactive read as strong as hits
Numbers without * were called inactive.

Screening Cc1c(Cl)c([N+](=O)[O-])nn1CCCC(=O)N1CCN(c2ccccc2)CC1 returned M1 PAM parental 9.3, CRFBP-R2 agonist -0.4, CRFBP-R2 block 12.7, TAAR1 ag 2.1, CHRM5 antagonist 5.5, M5 ag 1.1, TAAR1 antagonist 8.0, M5 PAM -7.0 and CHRM4 PAM -7.8.
CN(C)c1ccc(C(CNC(=O)c2ccc(-c3ccccc3)cc2)N2CCOCC2)cc1 (stereo not given) was read as M1 PAM parental 0.1, TAAR1 ag 1.8, CHRM5 antagonist 0.9, M5 ag 1.3, TAAR1 antagonist -41.2, M5 PAM -9.1 and CHRM4 PAM 5.9.
Screening COc1ccc(S(=O)(=O)N2CCCCC2)cc1NC(=O)CCc1nc2ccccc2c(=O)[nH]1 returned M1 PAM parental 8.7, CRFBP-R2 agonist 2.2, CRFBP-R2 block 3.2, TAAR1 ag 1.0, CHRM5 antagonist 0.0, M5 ag -5.1, TAAR1 antagonist -1.8, M5 PAM -7.4 and CHRM4 PAM 2.8.
Screening COC(=O)Cc1c[nH]c2cccc(OCC(O)CN(Cc3ccc([N+](=O)[O-])cc3)C(C)(C)C)c12 (stereo not given) returned M1 PAM parental 18.7, CRFBP-R2 agonist -0.5, CRFBP-R2 block -14.6, TAAR1 ag 22.0, CHRM5 antagonist 12.2, M5 ag -2.5, TAAR1 antagonist -5.0, M5 PAM -0.1 and CHRM4 PAM 0.1.
`Fc1ccc(Cn2nnnc2CN2CCN(C3CCCC3)CC2)cc1` gave M1 PAM parental 26.3, CRFBP-R2 agonist 1.6, CRFBP-R2 block -4.4, TAAR1 ag 14.4, CHRM5 antagonist 6.1, M5 ag -6.3, TAAR1 antagonist -4.5, M5 PAM 1.8 and CHRM4 PAM 2.5.
COCCNc1nc2cc(-c3cccc(Cl)c3)sc2c(=O)n1C was read as M1 PAM parental 2.9, TAAR1 ag 2.1, CHRM5 antagonist -7.8, M5 ag 0.3, TAAR1 antagonist -7.8, M5 PAM 4.9 and CHRM4 PAM -3.4.
Screening O=S(=O)(NC(CO)Cc1ccccc1)c1cc(Cl)ccc1F (stereo not given) returned M1 PAM parental 8.7, CRFBP-R2 agonist -0.7, CRFBP-R2 block -0.5, TAAR1 ag 3.8, CHRM5 antagonist 0.4, M5 ag -0.5, TAAR1 antagonist -5.6, M5 PAM -2.5 and CHRM4 PAM 3.4.
`Cc1cccc(-n2cnc3cc(C(=O)NCCN4CCOCC4)ccc32)c1` gave M1 PAM parental 8.3, CRFBP-R2 agonist 3.1, CRFBP-R2 block -24.1, TAAR1 ag 0.9, CHRM5 antagonist -4.3, M5 ag -0.6, TAAR1 antagonist -15.5, M5 PAM -2.8 and CHRM4 PAM 5.5.
Screening CSc1nc(N2CCN(c3ccccc3)CC2)cc(N2CCN(c3ccccc3)CC2)n1 returned M1 PAM parental -6.0, CRFBP-R2 agonist -2.9, CRFBP-R2 block -1.6, TAAR1 ag 5.3, CHRM5 antagonist -0.3, M5 ag -1.1, TAAR1 antagonist -1.0, M5 PAM 1.4 and CHRM4 PAM 8.5.
For CC(=O)c1ccc(N(CC(=O)NC2CCCCC2)C(=O)c2csnn2)cc1 the results were M1 PAM parental 6.4, CRFBP-R2 agonist 0.1, CRFBP-R2 block -12.8, TAAR1 ag -1.2, CHRM5 antagonist 11.9, M5 ag -3.1, TAAR1 antagonist -13.8, M5 PAM -4.9 and CHRM4 PAM 1.5.
Screening Cc1cc(C)c(C(=O)Nc2ccccc2)c(CC(C)(C)C(=O)O)c1 returned M1 PAM parental 0.0, CRFBP-R2 agonist 1.5, CRFBP-R2 block 8.2, TAAR1 ag 8.2, CHRM5 antagonist -2.8, M5 ag -1.7, TAAR1 antagonist -28.2, M5 PAM 5.9 and CHRM4 PAM 4.0.
Screening CCC(c1nnnn1C1CCCC1)N1CCN(c2ccccc2F)CC1 (stereo not given) returned M1 PAM parental 17.8, CRFBP-R2 agonist 0.6, CRFBP-R2 block 8.5, TAAR1 ag 5.5, CHRM5 antagonist -8.5, M5 ag -0.9, TAAR1 antagonist -8.2, M5 PAM 0.4 and CHRM4 PAM 2.5.
Screening Cc1c(F)cccc1NS(=O)(=O)c1ccc2c(c1)n(C)c(=O)c(=O)n2C returned M1 PAM parental -9.8, CRFBP-R2 agonist 3.4, CRFBP-R2 block -2.2, TAAR1 ag 0.5, CHRM5 antagonist 13.3, M5 ag -3.9, TAAR1 antagonist -13.7, M5 PAM -6.1 and CHRM4 PAM 6.1.
`O=C(COc1cc(Cl)c(Cl)cc1Cl)Nn1cnnc1` gave M1 PAM parental 6.6, CRFBP-R2 agonist -0.9, CRFBP-R2 block -4.7, TAAR1 ag 3.8, CHRM5 antagonist 0.4, M5 ag 0.0, TAAR1 antagonist 7.4, M5 PAM 0.7 and CHRM4 PAM 2.0.
COc1ccc(C2C(C(=O)N3CCOCC3)CCC(=O)N2c2cc(OC)c(OC)c(OC)c2)cc1 (stereo not given) was read as M1 PAM parental 17.2, CRFBP-R2 agonist 0.3, CRFBP-R2 block 1.9, TAAR1 ag 0.1, CHRM5 antagonist 0.0, M5 ag -0.6, TAAR1 antagonist -10.6, M5 PAM -1.3 and CHRM4 PAM 7.3.
For Cc1nc(N2CCN(c3ccccc3)CC2)nc2c1C(=O)CCC2 the results were M1 PAM parental -3.4, CRFBP-R2 agonist 1.8, CRFBP-R2 block -2.1, TAAR1 ag 11.4, CHRM5 antagonist 17.8, M5 ag 4.5, TAAR1 antagonist 56.7*, M5 PAM -11.7 and CHRM4 PAM -21.6.
COCCCn1c(=O)c2sccc2n2c(CCCC(=O)NCc3cccc(OC)c3)nnc12 was read as M1 PAM parental -7.7, CRFBP-R2 agonist 1.1, CRFBP-R2 block -15.5, TAAR1 ag 1.8, CHRM5 antagonist -0.8, M5 ag -1.9, TAAR1 antagonist -12.5, M5 PAM 2.9 and CHRM4 PAM -2.1.
For Cc1ccc2nc3c(cc2c1)c(NS(=O)(=O)c1ccccc1)nn3CC(C)C the results were M1 PAM parental 15.3, CRFBP-R2 agonist -1.9, CRFBP-R2 block -25.8, TAAR1 ag 6.9, CHRM5 antagonist -5.4, M5 ag -3.2, TAAR1 antagonist -14.8, M5 PAM 0.4 and CHRM4 PAM 6.5.
O=C(CCC(=O)N1CCN(c2ccccn2)CC1)c1cccs1 was read as M1 PAM parental 0.5, CRFBP-R2 agonist -0.1, CRFBP-R2 block -4.7, TAAR1 ag 1.8, CHRM5 antagonist 15.5, M5 ag 0.2, TAAR1 antagonist -17.2, M5 PAM -5.2 and CHRM4 PAM 2.2.
`O=C(CCCCn1ccc(=O)[nH]c1=O)Nc1ccc(C(=O)O)c(O)c1` gave M1 PAM parental 17.1, CRFBP-R2 agonist 1.9, CRFBP-R2 block 3.7, TAAR1 ag 0.0, CHRM5 antagonist 4.2, M5 ag 2.1, TAAR1 antagonist 10.1, M5 PAM -1.8 and CHRM4 PAM 0.3.
`Cn1cc(CNC(=O)C23CC4CC(CC(C4)C2)C3)cn1` gave M1 PAM parental 0.4, CRFBP-R2 agonist -0.6, CRFBP-R2 block 3.2, TAAR1 ag 1.7, CHRM5 antagonist -3.4, M5 ag 1.2, TAAR1 antagonist -7.5, M5 PAM -1.2 and CHRM4 PAM -7.2.
For Cc1ccc(NC(=O)CSC2=C(C#N)C(c3ccc4c(c3)OCO4)CC(=O)N2)cc1C (stereo not given) the results were M1 PAM parental 9.8, CRFBP-R2 agonist -2.3, CRFBP-R2 block -26.2, CHRM5 antagonist 4.9, M5 ag -1.7, M5 PAM -6.6 and CHRM4 PAM 3.7.
`O=C(Nc1ccccc1[N+](=O)[O-])c1cccnc1Cl` gave M1 PAM parental 15.8, CRFBP-R2 agonist 0.0, CRFBP-R2 block 8.4, TAAR1 ag 2.9, CHRM5 antagonist -1.5, M5 ag -0.6, TAAR1 antagonist 5.5, M5 PAM -5.1 and CHRM4 PAM 4.3.
For CC(=O)c1cc(F)c(N2CCOCC2)cc1C the results were M1 PAM parental 10.6, CRFBP-R2 agonist -0.3, CRFBP-R2 block 15.9, TAAR1 ag 4.7, CHRM5 antagonist 2.4, M5 ag 3.5, TAAR1 antagonist -9.1, M5 PAM 2.4 and CHRM4 PAM -2.1.
CCOC(=O)COc1c(Br)cc(C2NC(=O)NC(C)=C2C(C)=O)cc1OC (stereo not given) was read as M1 PAM parental 17.1, CRFBP-R2 agonist -0.6, CRFBP-R2 block 3.0, TAAR1 ag 6.0, CHRM5 antagonist 1.2, M5 ag 5.8, TAAR1 antagonist -1.4, M5 PAM 1.2 and CHRM4 PAM 2.2.
Cc1ccc(C)c(NC(=O)CN(C)C(=O)c2ccc(COc3ccccc3)cc2)c1 was read as M1 PAM parental -7.8, CRFBP-R2 agonist -1.1, CRFBP-R2 block -4.4, TAAR1 ag 1.5, CHRM5 antagonist 4.8, M5 ag -0.2, TAAR1 antagonist -9.6, M5 PAM -0.8 and CHRM4 PAM -6.8.
Screening CCc1ccc(-c2cn3nc(C)c(C)nc3n2)cc1 returned M1 PAM parental 12.9, CRFBP-R2 agonist 0.6, CRFBP-R2 block 11.9, TAAR1 ag 3.1, CHRM5 antagonist -4.2, M5 ag 1.8, TAAR1 antagonist 3.2, M5 PAM 2.2 and CHRM4 PAM 8.6.
Screening O=C1C=C(c2ccc(CO)cc2)C[C@@H](c2ccc3c(c2)OCO3)C1 returned M1 PAM parental 1.9, CRFBP-R2 agonist 1.3, CRFBP-R2 block 0.3, TAAR1 ag 10.0, CHRM5 antagonist 5.4, M5 ag 2.6, TAAR1 antagonist 35.6, M5 PAM -5.5 and CHRM4 PAM -7.6.
For COc1cc(C(=S)N2CCCC2)cc(OC)c1O the results were M1 PAM parental -13.5, CRFBP-R2 agonist 0.7, CRFBP-R2 block 0.1, TAAR1 ag 14.8, CHRM5 antagonist 1.3, M5 ag 0.1, TAAR1 antagonist -0.9, M5 PAM -4.0 and CHRM4 PAM -8.3.

Source: PubChem BioAssay (several laboratories)
